# Bim-Mcl-1 = disrupts Bim peptide binding to human Mcl-1; actives 0.1% (n = 190,000); AID 1009; Bead-based flow cytometry, Bim peptide-Mcl-1 binding; inhibition, % at 10 µM; Q07820; in the data active = inhibition above about 40%;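 also: 0% = no compound tracer wells and 100% = peptide blocker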
# RGS7-Gao reg = regulators of human RGS7-Galphao interaction; AID 1439; actives 0.35% (n = 220,000); binding response (% of control), % at 10 µM; Multiplexed bead flow cytometry, RGS7-Galphao binding; actives lie on both sides; in the data active = binding response below about 49% or above about 150%; inconclusive = no clear call, values can overlap the other calls; inactive = in between;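 also: fluorescent Galphao held in activated GDP-AlF4 state binding bead-coupled RGS7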
# Target sequence (P09471 whole entry, looked up): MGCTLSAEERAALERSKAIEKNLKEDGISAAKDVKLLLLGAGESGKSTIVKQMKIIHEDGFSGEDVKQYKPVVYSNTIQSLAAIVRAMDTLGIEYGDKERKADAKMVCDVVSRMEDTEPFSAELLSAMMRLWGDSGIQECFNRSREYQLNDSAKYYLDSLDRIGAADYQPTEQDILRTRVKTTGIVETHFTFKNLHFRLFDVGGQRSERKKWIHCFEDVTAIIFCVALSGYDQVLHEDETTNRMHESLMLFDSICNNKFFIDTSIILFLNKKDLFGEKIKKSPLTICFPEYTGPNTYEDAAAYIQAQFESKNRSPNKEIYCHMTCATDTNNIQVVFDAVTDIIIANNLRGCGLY
# ABCB1 inh = human ABCB1 inhibition, ABCG2 as counter-screen; P08183; CCRF-Adr cells, JC-1 efflux, flow cytometry; inhibition, % at 6.6 µM; actives 0.067% (n = 190,000); in the data active = inhibition above about 40%;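 also: 0% = vehicle and 100% = reference inhibitor; higher value means more JC-1 retained so stronger ABCB1 efflux block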
# GSH fluor = compound fluoresces at 488/530 nm on GSH beads | fluorescence (KMESF) at 10 µM | actives 0.25% (n = 190,000) | GSH beads flow cytometry, compound fluorescence 488/530 nm; active compounds read high; in the data active = fluorescence above about 89;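 also: glutathione beads carrying GST-tagged Bcl family fusion proteins plus one bare bead set; values are compound well signal with DMSO vehicle wells as background; inactives centre near 16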
# RGS4-Gao reg = human RGS4-Galphao interaction regulation; P09471; Multiplexed bead flow cytometry, RGS4-Galphao binding; actives lie on both sides; binding response (% of control), % at 10 µM; actives 0.33% (n = 220,000); AID 1415; in the data active = binding response below about 49% or above about 150%; inactive = in between;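 also: fluorescent Galphao activated with aluminum fluoride binding bead-coupled RGS4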
# ABCG2 inh = human ABCG2 inhibition, ABCB1 as counter-screen | Q9UNQ0 | IgMXP3 cells, JC-1 efflux, flow cytometry | inhibition, % at 6.6 µM | actives 0.1% (n = 190,000) | AID 1325;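 active = inhibition above 80%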;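 also: 0% = DMSO and 100% = nicardipine control wells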
# Target sequence (Q9UNQ0 whole entry, looked up): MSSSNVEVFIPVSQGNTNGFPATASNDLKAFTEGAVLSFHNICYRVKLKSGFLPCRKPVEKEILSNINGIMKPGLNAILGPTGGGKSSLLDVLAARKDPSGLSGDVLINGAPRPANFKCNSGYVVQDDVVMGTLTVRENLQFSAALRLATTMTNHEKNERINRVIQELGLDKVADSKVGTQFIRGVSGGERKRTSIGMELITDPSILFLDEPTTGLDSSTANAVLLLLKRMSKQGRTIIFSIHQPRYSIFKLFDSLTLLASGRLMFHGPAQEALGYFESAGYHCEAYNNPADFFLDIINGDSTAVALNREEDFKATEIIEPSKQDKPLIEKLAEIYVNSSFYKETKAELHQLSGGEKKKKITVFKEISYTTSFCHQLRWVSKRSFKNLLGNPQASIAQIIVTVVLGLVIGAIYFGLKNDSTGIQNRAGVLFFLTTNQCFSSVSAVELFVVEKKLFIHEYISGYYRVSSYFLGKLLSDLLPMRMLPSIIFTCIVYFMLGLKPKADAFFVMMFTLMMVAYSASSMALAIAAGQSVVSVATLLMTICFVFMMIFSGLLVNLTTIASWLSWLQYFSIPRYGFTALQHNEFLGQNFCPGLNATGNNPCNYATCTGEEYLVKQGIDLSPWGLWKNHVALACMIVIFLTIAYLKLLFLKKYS
#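 Test system: ABCG2 IgMXP3 and barcoded ABCB1 CCRF-Adr cell mix; Schedule: cells with compound and JC-1, 10 min at 25 °C, rotating, no wash; Technique: flow cytometry of retained JC-1 fluorescence; Measure: % inhibition of efflux relative to nicardipine and DMSO; Controls: nicardipine high and DMSO low controls.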
# RGS8-Gao = modulates binding of RGS8 to human Galphao. response (percent of control binding), % at 10 µM. actives 0.34% (n = 220,000). AID 1423. multiplexed bead flow cytometry; actives lie on both sides; in the data active = response below about 60% or above about 140%; inactive = in between;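 also: Galphao activated as the GDP aluminium fluoride complex binding bead-coupled RGS8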
# Pf gametocyte = inhibitors of late stage P. falciparum gametocyte viability. P. falciparum stage V gametocytes, ATP luminescence, 24 h. inhibition, % at 10.9 µM. actives 0.065% (n = 150,000). AID 743093;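 active = inhibition above the mean plus 3 SD of compounds within the control limits, set per campaign, cut at about 38% in these data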;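 also: 0% = DMSO wells and 100% = medium only without gametocytes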
# Mcl1-Bid inh = disrupts binding of human Mcl-1 to Bid peptide | Q07820 | TR-FRET Mcl-1/Bid-Dy647 peptide binding, 1536-well | inhibition, % at 21.7 µM | actives 0.97% (n = 220,000);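 active = compounds that cut the binding signal by more than half at the single screening dose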;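 also: His-tagged Mcl-1 with europium anti-His antibody binding Bid BH3 peptide; 0% = Mcl-1 plus peptide wells and 100% = peptide-only wells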
# Avidin fluor = avidin bead compound fluorescence profile; actives 0.38% (n = 220,000); fluorescence (KMESF) at 10 µM; Avidin beads, compound fluorescence 488/530 nm, flow cytometry; active compounds read high; in the data active = fluorescence above about 47; also: inactives centre near 10
# Mcl1-Noxa inh = disrupts binding of human Mcl-1 to Noxa peptide; Q07820; TR-FRET Mcl-1/Noxa peptide binding, 2 h; inhibition, % at 21.7 µM; actives 1.5% (n = 220,000);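 active = compounds that cut the protein-peptide binding signal by more than 50% relative to plate controls in a single-dose test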;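 also: His-tagged Mcl-1 with rhodamine Noxa BH3 peptide and terbium anti-His antibody; 0% = Mcl-1 plus Noxa peptide wells and 100% = peptide-only wells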
# The depositor's hits bear a star; ? = inconclusive; nt = no result given.
# Start of the listing, in advance:
SMILES,Bim-Mcl-1,RGS7-Gao reg,ABCB1 inh,GSH fluor,RGS4-Gao reg,ABCG2 inh,RGS8-Gao,Pf gametocyte,Mcl1-Bid inh,Avidin fluor,Mcl1-Noxa inh
O=C(NC1CCCCC1)c1ccc(CNc2c(N3CCOCC3)c(=O)c2=O)cc1,-2,99,0.5,22,102,1,106,nt,-20,7,2
N#Cc1sc2nc3c(c(-c4cccnc4)c2c1N)CCC3,-2,99,2.0,23,102,2,98,nt,-12,15,7
COc1ccc(C(=O)C(c2ccccc2)N2CCOCC2)cc1 (stereo unspecified),2,99,0.4,13,102,2,101,nt,-8,8,3
CCc1ccc(S(=O)(=O)NCc2csc(-c3cccnc3)n2)s1,-5,106,0.9,13,101,4,104,nt,-5,14,11

# The list itself, previewed entries included:
SMILES,Bim-Mcl-1,RGS7-Gao reg,ABCB1 inh,GSH fluor,RGS4-Gao reg,ABCG2 inh,RGS8-Gao,Pf gametocyte,Mcl1-Bid inh,Avidin fluor,Mcl1-Noxa inh
O=C(NC1CCCCC1)c1ccc(CNc2c(N3CCOCC3)c(=O)c2=O)cc1,-2,99,0.5,22,102,1,106,nt,-20,7,2
N#Cc1sc2nc3c(c(-c4cccnc4)c2c1N)CCC3,-2,99,2.0,23,102,2,98,nt,-12,15,7
COc1ccc(C(=O)C(c2ccccc2)N2CCOCC2)cc1 (stereo unspecified),2,99,0.4,13,102,2,101,nt,-8,8,3
CCc1ccc(S(=O)(=O)NCc2csc(-c3cccnc3)n2)s1,-5,106,0.9,13,101,4,104,nt,-5,14,11
CCCNC(=O)CS(=O)(=O)Cc1nc(-c2ccccc2C)oc1C,0,100,0.6,17,102,2,103,nt,-20,5,-10
O=C(O)C1CC(=O)N(Cc2ccccc2)C1 (stereo unspecified),-1,100,-0.1,16,103,0,102,nt,-4,7,7
O=C1CCC(=O)N1OCCOc1ccccc1,0,?,0.3,17,103,-1,101,6,-18,9,3
CCN(Cc1ccncc1)C(=S)NCc1ccccc1,0,107,-0.4,16,102,-1,99,-26,-32,11,5
COC(=O)c1ccc(NC(=O)CCn2cccc2)cc1,6,104,0.2,12,102,1,101,nt,-60,34,2
COc1cccc(/C=N/NC(=O)c2nc(-c3ccccc3)cc(-c3ccccc3)n2)c1O,0,87,-0.7,8,94,-6,99,nt,-10,6,14
Cc1ccccc1CC1(CO)CCCN(Cc2ccc3c(c2)OCCO3)C1 (stereo unspecified),-1,100,2.3,18,101,2,102,-3,-42,6,3
Cc1sc2nc(CN3CCCCC3)nc(Cl)c2c1C,-1,98,0.2,12,96,18,99,-39,-2,23,-2
CCNc1nc(NCC)nc(OCCOC(C)=O)n1,10,97,2.0,132*,93,7,88,nt,0,5,-5
COc1ccc(OC)c(S(=O)(=O)NCCc2cn3ccsc3n2)c1,-2,98,0.4,23,98,1,98,nt,-23,8,14
O=C(NC1(C(F)(F)F)NC(=O)N(Cc2ccccc2)C1=O)c1cccnc1 (stereo unspecified),0,103,0.4,31,106,2,101,nt,-20,6,20
CC(=O)Nc1ccc(OC(=O)c2ccco2)cc1,0,96,0.0,31,86,0,88,nt,7,4,5
O=c1c2c3nc4ccccc4nc3n(CC3CCCO3)c2ncn1CCc1ccccc1 (stereo unspecified),-2,98,0.0,14,99,0,99,nt,-4,23,9
CCNS(=O)(=O)c1cccc(C(=O)c2c(C)cc3ccccn23)c1,-4,100,-0.2,9,102,1,102,nt,-87,4,5
Cc1csc(NC(=O)c2nc3nc(C)cc(C)n3n2)n1,4,105,0.5,12,105,4,101,-20,-39,32,-21
CCCc1c(C)c2c(C)[nH]nc2oc1=O,-4,98,-1.2,36,98,33,94,nt,0,8,3
Fc1cccc(CN2CCN(Cc3nc(CCc4ccccc4)no3)CC2)c1,-4,107,2.6,10,104,2,99,-14,-17,5,5
CCOc1ncccc1C(=O)OCc1ccc(C(=O)OC)cc1,-7,102,-0.3,10,102,71,97,-19,6,24,17
COc1ccc(N2CCN(CC(=O)Nc3nnc(-c4ccccc4)s3)CC2)cc1,0,97,0.1,8,104,1,103,-1,-38,9,11
O=C1NC[C@H](Cc2ccc(O)cc2)N(CC2CCCCC2)C1=O,nt,?,nt,nt,102,nt,99,nt,-42,8,-16
COc1ccc(S(=O)(=O)N2CCCCC2)cc1NC(=O)c1ccc2ccccc2n1,-3,96,0.1,8,101,3,106,8,-4,15,-16
O=C(NCCOC(=O)C1COc2ccccc2O1)c1cccnc1 (stereo unspecified),-4,95,1.2,35,98,8,100,28,14,12,22
Cc1nnc(NCCc2ccccc2)[nH]c1=O,1,106,0.6,16,102,3,102,nt,8,7,2
CC(=O)c1cccc(NC(=O)Cn2cc3c(n2)CCCC3)c1,1,101,-2.7,20,103,-3,106,nt,-10,7,13
Cc1oncc1-c1csc(-c2ccccc2Cl)n1,0,107,0.6,12,104,4,102,21,-20,10,-2
COc1ccc(C(=O)NC(CC(=O)O)c2cc([N+](=O)[O-])ccc2Cl)cc1 (stereo unspecified),1,116,0.4,12,108,3,108,4,-15,7,-1
CCc1ccc(Nc2nnc(SCC(=O)N(C)CC(=O)Nc3ccccc3CC)s2)cc1,-5,102,0.7,6,103,1,101,-18,-17,1,5
Cc1cc(-c2c(C)n([O-])c(C)c(C)[n+]2=O)ccc1F,-3,101,1.3,18,103,2,105,3,0,33,16
Cc1nn(CC#N)c(=O)n1N(C)c1ncc(C(F)(F)F)cc1Cl,0,112,1.0,13,108,5,103,7,-30,9,-14
CCOc1cc(CNc2ncc(-c3ccc(OC)cc3)n2C)ccc1O,-2,99,-0.1,22,99,1,98,nt,-28,13,25
Cc1ccc(C)c(NC(=S)NNC(=O)c2csc(C)c2)c1,-4,99,-0.1,11,100,1,103,-7,-13,6,13
CCOC(=O)c1sc(NC(=O)CCC(=O)O)nc1C,0,?,0.1,11,102,1,101,-3,-35,9,-5
O=C(NC1CS(=O)(=O)CC1NCc1ccccc1)c1ccccc1 (stereo unspecified),-2,108,0.5,6,103,2,103,nt,-9,11,4
Cc1cccc2cc(CN(Cc3cccs3)C(=S)NCc3ccco3)c(=O)[nH]c12,-1,102,8.8,17,100,34,101,nt,-30,17,-1
Cc1c(C(=O)OCC(=O)N(C)C2CCS(=O)(=O)C2)oc2ccc(Br)cc12 (stereo unspecified),nt,?,nt,nt,103,nt,100,-7,-13,9,10
CCc1ccc(/C=N/NC(=O)c2cc(-c3cccc([N+](=O)[O-])c3)n[nH]2)cc1,nt,?,nt,nt,106,nt,103,-7,14,5,38
CCN1CCN(S(=O)(=O)c2ccc(Cl)c(C(=O)NC(C)(C)C)c2)CC1,-2,100,0.5,12,103,-2,102,21,-6,23,14
O=C1C2CC=CCC2C(=O)N1c1cccc(OS(=O)(=O)c2ccc3ccccc3c2)c1 (stereo unspecified),2,104,3.6,38,104,17,107,-2,-31,6,-11
Oc1oc(-c2cccc3ccccc23)nc1/C=N/c1nccs1,-4,87,-0.1,13,90,-1,99,24,18,13,25
CC(C)C(=O)NC(=O)[C@@H]1CCCN1C(=O)/C=C/c1ccccc1,-3,100,0.4,17,97,-1,102,15,-7,10,-1
O=c1[nH]cnc2sc3c(c12)CCC3,nt,?,nt,nt,99,nt,99,-15,-46,6,13
O=C1/C(=C/c2cccnc2)CC/C1=C\c1cccnc1,0,95,0.9,10,93,5,94,13,-19,6,17
CCN(CC)S(=O)(=O)c1ccc(-c2csc(C)n2)cc1,-3,92,4.1,14,90,14,90,10,-22,1,4
O=C(O)CSCC(=O)N1CCCN(c2nc3ccc(Cl)cc3s2)CC1,nt,?,nt,nt,95,nt,99,5,10,12,-1
Cc1ccc(S(=O)(=O)[N-]c2nc3ccccc3nc2-[n+]2cc(C)cc(C)c2)cc1,nt,?,nt,nt,102,nt,101,16,-10,6,6
O=c1c2ccccc2nc(SCc2ccc([N+](=O)[O-])cc2)n1-c1ccc(Cl)cc1,0,104,1.8,10,105,50,103,nt,7,28,26
COc1ccc(C(=O)n2nc(-c3ccco3)nc2SC)cc1OC,-5,97,0.3,8,90,1,93,nt,-29,8,25
CC(C)c1ccc2oc(-c3ccc(N)cc3)nc2c1,-2,101,-0.4,23,101,30,103,0,9,30,26
CCOCC(=O)Nc1ccc(Br)c(C)c1,-2,110,0.8,16,111,4,105,3,-17,11,14
Cn1c(CNC(=O)Nc2ccccc2)nnc1SCc1ccccc1,0,101,1.1,56,100,3,100,nt,-25,22,4
CCCCCOC(=O)Cn1c(N2CCOCC2)nc2c1c(=O)[nH]c(=O)n2C,1,102,0.0,19,102,0,101,nt,-48,9,-15
COc1cc2c(cc1NC(=O)CN(C)Cc1nc3ccccc3c(=O)[nH]1)oc1ccccc12,0,92,0.9,7,95,3,96,10,-25,9,-22
O=C(Nc1cccnc1)c1cc(F)cc(F)c1,-3,105,0.3,18,105,2,108,9,15,38,5
Cc1nn(Cc2ccc(Cl)c(Cl)c2)c(C)c1NC(=O)c1cc(-c2ccco2)on1,-7,100,1.0,14,100,6,96,nt,7,23,7
Cc1ccc(Oc2nn[nH]n2)cc1,-1,100,0.5,24,98,2,101,11,4,27,-1
CCc1nc2ccccc2c(C(=O)OC2CCOC2=O)c1C (stereo unspecified),-2,90,0.1,45,102,0,90,nt,1,2,15

# The listing continues.
SMILES,Bim-Mcl-1,RGS7-Gao reg,ABCB1 inh,GSH fluor,RGS4-Gao reg,ABCG2 inh,RGS8-Gao,Pf gametocyte,Mcl1-Bid inh,Avidin fluor,Mcl1-Noxa inh
CN1/C(=C\C=N\O)C(C)(C)c2ccccc21,0,100,0.4,15,103,2,104,1,-12,7,7
N#Cc1ccc(C(=O)Nc2cccc3cccnc23)c(F)c1,-27,101,0.2,13,103,3,102,-1,2,11,26
CCc1c(C)nc2cc(-c3ccc(OC)cc3)[nH]n2c1=O,3,101,-0.2,29,99,16,101,10,nt,8,nt
O=C1CC(NCc2cccs2)C(=O)N1c1ccc(Cl)cc1 (stereo unspecified),-4,100,-0.1,28,102,1,101,12,-24,13,-27
Cc1ccc(-c2nnc(N3CCCCC3)c3ccccc23)cc1S(=O)(=O)NCC1CCCO1 (stereo unspecified),-2,100,5.7,21,103,4,102,nt,8,28,28
Cc1ccc(C)c(NC(=O)C(C)CC2COCCO2)c1 (stereo unspecified),-1,89,0.3,3,85,2,100,nt,-39,13,-13
O=C(Nc1ncccn1)c1cc([N+](=O)[O-])cc([N+](=O)[O-])c1,-4,102,0.6,7,100,9,104,-30,-5,16,14
Cc1cc(C)cc(NC(=O)CCC(=O)Nc2cc(C)on2)c1,0,100,0.3,16,98,3,101,nt,-9,5,-8
CSc1ccc(C(=O)C2CCCN(C(=O)c3ccsc3)C2)cc1 (stereo unspecified),-1,100,1.1,13,98,3,100,-18,1,11,5
CCOc1ccc(NC(=O)c2ccco2)c([N+](=O)[O-])c1,-1,102,1.1,11,100,22,100,-11,-4,8,3
CCCNC(=O)c1nnsc1Sc1ccc(Cl)cc1,-1,106,0.5,10,105,3,104,16,-15,24,6

# Screening data: PubChem, several laboratories
